TIM10 inh: growth inhibitors of isogenic TIM10 control yeast, primary screen, counter-screen for tim10-1 yeast inhibitor project, luminescence, uHTS | S. cerevisiae TIM10 strain growth, BacTiter-Glo luminescence, 24 h | inhibition, % at 10 µM | hit rate 1.4% among 330,000;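 active means inhibition of 40% or more at the single tested concentration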;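 further: wild-type TIM10 isogenic control strain grown at permissive 25 °C; 0% = DMSO yeast wells and 100% = minimal medium wells without yeast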
XBP1 UPR activ: activators of adaptive XBP1 UPR arm, primary screen, cell-based, CHO-XBP1 luciferase reporter, luminescence, uHTS; IRE1-XBP1 UPR activation; percent of tunicamycin response, DMSO as zero; activation, % at 20 µM; hit rate 0.33% among 330,000;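 active means versus positive control, 20 µM dose yields 30% or more activation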;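 further: 100% = tunicamycin at 10 µg/mL and 0% = DMSO only wells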
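Assay system: CHO-XBP1 luciferase reporter cells; Schedule: 6 h treatment, 37 °C; Detection: glow luminescence from Steady-Glo reagent; Benchmarks: high control tunicamycin 10 µg/mL final, low control DMSO vehicle only.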
APJ agonist: agonists of human apelin receptor APJ, primary screen, CHO-K1 cells, PathHunter beta-arrestin, luminescence; 0% DMSO wells, 100% apelin; activation, % at 20 µM; hit rate 0.11% among 330,000; AID 2520, 2010;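 active means activation more than six SD over the plate average, tested at 20 µM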;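 further: 0% = DMSO alone and 100% = apelin-13 at 10 nM; some results filed as inactive read as strong as hits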
Target sequence (P35414 whole entry, looked up): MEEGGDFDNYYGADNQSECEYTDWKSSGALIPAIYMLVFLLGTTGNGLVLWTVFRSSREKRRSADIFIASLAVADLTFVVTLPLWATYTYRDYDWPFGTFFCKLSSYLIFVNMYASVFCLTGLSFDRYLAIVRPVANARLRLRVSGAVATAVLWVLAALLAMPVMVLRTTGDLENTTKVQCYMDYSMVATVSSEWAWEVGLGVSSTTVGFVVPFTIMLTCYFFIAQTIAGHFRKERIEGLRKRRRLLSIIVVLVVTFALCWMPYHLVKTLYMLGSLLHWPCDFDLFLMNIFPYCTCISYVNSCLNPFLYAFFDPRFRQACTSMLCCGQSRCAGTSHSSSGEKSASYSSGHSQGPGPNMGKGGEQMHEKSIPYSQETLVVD
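Assay system: CHO-K1 APJ beta-arrestin complementation cell line / Compound: single test compound dose, 20 µM final, 1% DMSO / Times: overnight seeding, 90 min compound at 25 °C, 1 h detection / Technique: beta-gal luminescence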
tim10-1 inh: growth inhibitors of tim10-1 mutant yeast, primary screen, luminescence, uHTS; hit rate 2.2% among 330,000; S. cerevisiae tim10-1 ts strain growth, BacTiter-Glo, 24 h; inhibition, % at 20 µM;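 active means inhibition of at least 40%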;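 further: mutant grown at 25 °C; 0% = DMSO wells with yeast and 100% = wells holding no yeast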
Mdm2 MdmX PPI: inhibitors of human Mdm2-MdmX association, primary screen, cell-based, luminescence, split luciferase, SaOS-2, uHTS; Protein Mdm4 (Homo sapiens) + E3 ubiquitin-protein ligase Mdm2 (Homo sapiens), …; SaOS-2 split-luciferase Mdm2/MdmX complementation; hit rate 3% among 330,000; inhibition, % at 8 µM;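 active means inhibition of at least 50% at 8 µM in the primary screen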
APJ antag: antagonists of human apelin receptor APJ, primary screen, CHO-K1 cells, beta-arrestin complementation, luminescence. P35414. hit rate 0.32% among 330,000. inhibition, % at 20 µM;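 active means inhibition above about 40% at 20 µM, limit read from the data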;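 further: cells challenged with 10 nM apelin-13 agonist together with compound; plate controls were apelin-13 plus DMSO wells for no effect and DMSO wells lacking apelin-13 for full effect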
CXCR6 inh: CXCR6 receptor inhibitors, primary screen, cell-based, beta-arrestin, luminescence, CHO-K1 PathHunter, 1536-well; inhibition, % at 20 µM; hit rate 0.36% among 360,000; in the data active means inhibition above about 34%, passing the limit was not always enough;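 further: antagonist mode with CXCL16 agonist at 10 nM final; 0% = 10 nM CXCL16 with DMSO and 100% = unstimulated wells without agonist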
Target sequence (O00574 whole entry, looked up): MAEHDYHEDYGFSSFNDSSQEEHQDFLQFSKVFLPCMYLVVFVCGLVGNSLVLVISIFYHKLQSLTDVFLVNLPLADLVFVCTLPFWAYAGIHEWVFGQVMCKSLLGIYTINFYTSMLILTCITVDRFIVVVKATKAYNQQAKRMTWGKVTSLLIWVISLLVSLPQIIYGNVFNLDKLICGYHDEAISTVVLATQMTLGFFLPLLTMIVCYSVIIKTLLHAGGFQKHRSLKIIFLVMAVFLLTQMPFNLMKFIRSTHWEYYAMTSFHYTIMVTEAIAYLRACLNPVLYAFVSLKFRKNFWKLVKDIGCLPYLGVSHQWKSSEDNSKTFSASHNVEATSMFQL
tim23-1 inh: growth inhibitors of tim23-1 mutant yeast, primary screen, luminescence, uHTS | S. cerevisiae tim23-1 growth, BacTiter-Glo luminescence, 24 h | inhibition, % at 20 µM | AID 463212, 2010 | hit rate 1.3% among 330,000;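 active means growth inhibition of the mutant yeast at or above 50%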;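 further: temperature-sensitive mutant grown at 25 °C; plate controls were DMSO-treated mutant yeast for no effect and medium wells lacking yeast for full effect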
CHOP UPR activ: activators of apoptotic CHOP UPR arm, primary screen, cell-based, CHO-CHOP luciferase reporter, luminescence, uHTS; UPR activation; percent of tunicamycin response over DMSO baseline; activation, % at 10 µM; hit rate 0.34% among 330,000; AID 449763, 2010;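 active means at 10 µM dose, activation of 40% or more, normalized to positive control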;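 further: 100% = tunicamycin at 10 µg/mL and 0% = DMSO alone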
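measured by = luciferase luminescence | assay system = CHO-CHOP cells, stable luciferase reporter of PERK-eIF2a-CHOP signalling | amount = 500 reporter cells seeded per well | timing = 6 h compound exposure at 37 °C after overnight seeding | controls = positive tunicamycin 10 µg/mL, negative DMSO alone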
* marks the source's active call; other numbers are inactive results. Some of the compounds tested; the hit share may differ from the screen's.

c1ccc(CCCN2CCOCC2)cc1 was read as TIM10 inh -11.3, XBP1 UPR activ 0.4, APJ agonist -2.5, tim10-1 inh -13.5, Mdm2 MdmX PPI 40.5, APJ antag 13.9, CXCR6 inh -1.9, tim23-1 inh -2.3 and CHOP UPR activ 2.4.
Cc1ccc(CCC(=O)Nc2ccc(N(C)C)cc2)o1 was read as TIM10 inh -4.0, XBP1 UPR activ -2.3, APJ agonist 3.8, tim10-1 inh -21.0, Mdm2 MdmX PPI 9.9, APJ antag -12.6, CXCR6 inh -6.8, tim23-1 inh 1.7 and CHOP UPR activ 1.2.
NS(=O)(=O)c1ccc(CCNC(=O)CSc2ccc(Cl)cc2)cc1 was read as TIM10 inh -0.8, XBP1 UPR activ -0.6, APJ agonist 2.0, tim10-1 inh 24.7, Mdm2 MdmX PPI -2.9, APJ antag 1.4, CXCR6 inh -9.5, tim23-1 inh 15.4 and CHOP UPR activ 8.5.
For COc1ccc(S(=O)(=O)N2CCCC2CNC(=O)C(=O)Nc2ccc(C)cc2)cc1 (configuration not stated) the results were TIM10 inh -10.8, XBP1 UPR activ -2.0, APJ agonist -0.9, tim10-1 inh 25.3, Mdm2 MdmX PPI 27.6, APJ antag 13.6, CXCR6 inh -1.6, tim23-1 inh 27.8 and CHOP UPR activ 0.8.
CC(C)(CCl)C(=O)Nc1ccc(C(F)(F)F)cc1 was read as TIM10 inh 16.1, XBP1 UPR activ -1.3, APJ agonist -1.6, tim10-1 inh -2.6, Mdm2 MdmX PPI -26.2, APJ antag -1.9, CXCR6 inh -2.3, tim23-1 inh 10.7 and CHOP UPR activ 1.8.
Screening Cc1noc(COc2ccccc2OCC(N)=O)c1Cl returned TIM10 inh -3.6, XBP1 UPR activ 2.8, APJ agonist -0.8, tim10-1 inh -1.1, Mdm2 MdmX PPI -5.3, APJ antag 7.6, CXCR6 inh 1.8, tim23-1 inh 8.6 and CHOP UPR activ 0.7.
Cc1cccc(NC(=S)N2CCCCC2)c1 was read as TIM10 inh 21.3, XBP1 UPR activ -3.5, APJ agonist -2.1, tim10-1 inh 21.9, Mdm2 MdmX PPI -11.2, APJ antag 3.4, CXCR6 inh 1.3, tim23-1 inh 8.5 and CHOP UPR activ 0.7.
Screening CCNC(=O)c1ccc(OCC(=O)Nc2ccc(F)cc2)c(OC)c1 returned TIM10 inh -14.5, XBP1 UPR activ -2.5, APJ agonist -1.3, tim10-1 inh 3.9, Mdm2 MdmX PPI -5.5, APJ antag -13.3, CXCR6 inh 8.6, tim23-1 inh 16.1 and CHOP UPR activ -0.2.
O=C(CN1CCN(c2ccccn2)CC1)Nc1ccc(Br)cc1 was read as TIM10 inh -11.4, XBP1 UPR activ -6.3, APJ agonist 0.9, tim10-1 inh 4.4, Mdm2 MdmX PPI 15.6, APJ antag 11.8, CXCR6 inh -4.0, tim23-1 inh 9.6 and CHOP UPR activ -1.3.
`CC1(c2ccccc2)NC(=O)N(CC(=O)NCC2CCCO2)C1=O` (configuration not stated) gave TIM10 inh 11.9, XBP1 UPR activ 0.2, APJ agonist -2.6, tim10-1 inh 4.6, Mdm2 MdmX PPI 10.1, APJ antag 15.0, CXCR6 inh 5.5, tim23-1 inh 13.4 and CHOP UPR activ 0.7.
Screening O=C(CC1(CC2=NS(=O)(=O)c3ccccc3N2)CCCC1)NCCc1ccccc1 returned TIM10 inh -51.0, XBP1 UPR activ 0.1, APJ agonist -2.2, tim10-1 inh -49.9, Mdm2 MdmX PPI -0.7, APJ antag 2.8, CXCR6 inh 1.3, tim23-1 inh -5.2 and CHOP UPR activ 0.2.
`CCCc1ncc(C(O)c2ccc(OC)cc2)n1C` (configuration not stated) gave TIM10 inh 6.0, XBP1 UPR activ 4.0, APJ agonist 0.9, tim10-1 inh -6.4, Mdm2 MdmX PPI 14.8, APJ antag 21.2, CXCR6 inh 0.2, tim23-1 inh 8.0 and CHOP UPR activ -0.2.
Screening COc1ccccc1-n1c(SCC(=O)Nc2ccc(Br)cc2)nc(O)cc1=O returned TIM10 inh 12.8, XBP1 UPR activ -0.7, APJ agonist 6.7, tim10-1 inh -1.7, Mdm2 MdmX PPI 3.2, APJ antag 11.5, CXCR6 inh -4.6, tim23-1 inh 28.3 and CHOP UPR activ 1.0.
`CCN(CC(=O)Nc1ccc(OC)cc1)C(=O)c1ccccc1Sc1ccccc1C#N` gave TIM10 inh 4.5, XBP1 UPR activ -5.1, APJ agonist -6.3, tim10-1 inh 16.0, Mdm2 MdmX PPI 13.6, APJ antag 4.5, CXCR6 inh -1.0, tim23-1 inh 14.0 and CHOP UPR activ 0.4.
O=C(NCc1ccccc1F)C1CCN(C(=O)Nc2ccc(F)cc2)CC1 was read as TIM10 inh 4.0, XBP1 UPR activ -2.6, APJ agonist 1.0, tim10-1 inh -8.1, Mdm2 MdmX PPI -15.1, APJ antag 13.8, CXCR6 inh -8.4, tim23-1 inh -2.1 and CHOP UPR activ 1.7.

The final 2 records of the part above open the next one:
`CCN(CC(=O)Nc1ccc(OC)cc1)C(=O)c1ccccc1Sc1ccccc1C#N` gave TIM10 inh 4.5, XBP1 UPR activ -5.1, APJ agonist -6.3, tim10-1 inh 16.0, Mdm2 MdmX PPI 13.6, APJ antag 4.5, CXCR6 inh -1.0, tim23-1 inh 14.0 and CHOP UPR activ 0.4.
O=C(NCc1ccccc1F)C1CCN(C(=O)Nc2ccc(F)cc2)CC1 was read as TIM10 inh 4.0, XBP1 UPR activ -2.6, APJ agonist 1.0, tim10-1 inh -8.1, Mdm2 MdmX PPI -15.1, APJ antag 13.8, CXCR6 inh -8.4, tim23-1 inh -2.1 and CHOP UPR activ 1.7.
Screening O=c1[nH]nc(SCc2ccccc2)n1C1CC2C=CC1C2 (configuration not stated) returned TIM10 inh 21.5, XBP1 UPR activ 1.5, APJ agonist -0.8, tim10-1 inh 0.7, Mdm2 MdmX PPI -7.7, APJ antag -6.1, CXCR6 inh 3.5, tim23-1 inh 26.0 and CHOP UPR activ 1.3.
For O=C(NC(=S)N1CCOCC1)c1ccc(F)cc1 the results were TIM10 inh -4.3, XBP1 UPR activ -4.0, APJ agonist -3.8, tim10-1 inh -4.5, Mdm2 MdmX PPI 1.8, APJ antag 12.9, CXCR6 inh -1.4, tim23-1 inh 2.4 and CHOP UPR activ 1.2.
Screening CCOc1ccc(NC(=O)CN(C)C(=O)c2ccc(OCC3CCCO3)cc2)cc1OCC (configuration not stated) returned TIM10 inh 13.1, XBP1 UPR activ -3.2, APJ agonist -2.8, tim10-1 inh 10.1, Mdm2 MdmX PPI 12.3, APJ antag 25.1, CXCR6 inh -5.0, tim23-1 inh 12.6 and CHOP UPR activ 2.2.
For O=C(O)CC1S/C(=N/N=C/c2ccc([N+](=O)[O-])cc2)N(c2ccc(O)cc2)C1=O (configuration not stated) the results were TIM10 inh 11.3, XBP1 UPR activ 0.9, APJ agonist -3.0, tim10-1 inh 20.5, Mdm2 MdmX PPI -21.0, APJ antag -30.3, CXCR6 inh -7.5, tim23-1 inh 15.9 and CHOP UPR activ -2.2.
For COc1ccc(CC2(CO)CCN(C(C)COc3ccccc3)CC2)cc1 (configuration not stated) the results were TIM10 inh 7.4, XBP1 UPR activ -0.3, APJ agonist -1.8, tim10-1 inh 1.8, Mdm2 MdmX PPI -18.4, APJ antag -11.7, CXCR6 inh 8.3, tim23-1 inh -7.0 and CHOP UPR activ 0.0.
O=C(/C=C/c1ccc(S(=O)(=O)N2CCOCC2)cc1)OCC(=O)c1ccc([N+](=O)[O-])cc1 was read as TIM10 inh -17.2, XBP1 UPR activ -1.5, APJ agonist 5.7, tim10-1 inh -10.9, Mdm2 MdmX PPI 27.0, APJ antag -30.2, CXCR6 inh -18.3, tim23-1 inh -6.8 and CHOP UPR activ 1.6.
For CCCC(NC(=O)C(C)NC(=O)CO/N=C1\C=C2CCC3C4CCC(C(C)=O)[C@@]4(C)CCC3[C@@]2(C)CC1)C(=O)O (some centres not stated) the results were TIM10 inh 3.7, XBP1 UPR activ -5.4, APJ agonist -3.3, tim10-1 inh 16.9, Mdm2 MdmX PPI 1.1, APJ antag 5.9, CXCR6 inh -3.4, tim23-1 inh 16.7 and CHOP UPR activ -0.4.
For Cc1ccn2c(=O)nc(SCC(=O)NCc3ccc4c(c3)OCO4)nc2c1 the results were TIM10 inh -3.9, XBP1 UPR activ -0.3, APJ agonist -8.5, tim10-1 inh 7.0, Mdm2 MdmX PPI 6.6, APJ antag -2.8, CXCR6 inh -8.1, tim23-1 inh -15.1 and CHOP UPR activ 0.3.
`Cc1ccc(CN2CCN(Cc3ccc(OC(C)C)cc3)CC2CCO)o1` (configuration not stated) gave TIM10 inh -6.8, XBP1 UPR activ 1.5, APJ agonist -4.0, tim10-1 inh 13.3, Mdm2 MdmX PPI 9.7, APJ antag 9.2, CXCR6 inh -3.7, tim23-1 inh 0.1 and CHOP UPR activ -0.4.
Screening Cc1ccc(F)cc1NC(=O)CSCc1nc2sc(C)c(C)c2c(=O)[nH]1 returned TIM10 inh 2.1, XBP1 UPR activ 1.1, APJ agonist -1.3, tim10-1 inh 24.0, Mdm2 MdmX PPI -23.3, APJ antag -0.8, CXCR6 inh 9.9, tim23-1 inh 11.8 and CHOP UPR activ -1.1.
For COc1cc2cc(C(=O)O)n(C)c2c(OC)c1OC the results were TIM10 inh 9.0, XBP1 UPR activ -0.7, APJ agonist -3.4, tim10-1 inh -5.7, Mdm2 MdmX PPI 13.2, APJ antag -10.1, CXCR6 inh -1.9, tim23-1 inh 14.1 and CHOP UPR activ -2.0.
For COC(=O)c1ccc(OCC(O)CN2CCOCC2)cc1 (configuration not stated) the results were TIM10 inh 7.9, XBP1 UPR activ -3.7, APJ agonist 0.5, tim10-1 inh 21.3, Mdm2 MdmX PPI 9.8, APJ antag -11.2, CXCR6 inh -1.9, tim23-1 inh 5.5 and CHOP UPR activ -1.5.
`COc1ccc(CC(=O)NNC(=O)c2ccco2)cc1OC` gave TIM10 inh 10.4, XBP1 UPR activ 1.0, APJ agonist -4.0, tim10-1 inh -11.6, Mdm2 MdmX PPI 22.1, APJ antag -1.7, CXCR6 inh -7.9, tim23-1 inh 2.9 and CHOP UPR activ 0.4.
Screening CC(=O)Nc1ccccc1O returned TIM10 inh 3.7, XBP1 UPR activ -8.0, APJ agonist -1.4, tim10-1 inh -19.3, Mdm2 MdmX PPI 17.9, APJ antag 5.5, CXCR6 inh 4.1, tim23-1 inh -9.0 and CHOP UPR activ -2.4.
Screening CN(Cc1cnn(C)c1)C(=O)c1cc(COc2c(F)cccc2F)on1 returned TIM10 inh -5.7, XBP1 UPR activ -1.9, APJ agonist 1.7, tim10-1 inh 7.7, Mdm2 MdmX PPI 1.3, APJ antag -11.0, CXCR6 inh 0.5, tim23-1 inh -3.3 and CHOP UPR activ 1.2.

From PubChem
